Bioassay records from PubChem.
NSD2 inh: inhibitors of human NSD2, primary screen, biochemical, plate reader, single point; Histone-lysine N-methyltransferase NSD2 (Homo sapiens), O96028; NSD2-SET H3K36me1 DELFIA fluorescence; inhibition, % at 12.5 µM; 44,000 tested, 0.07% active; AID 624260, 2012; in the data active = inhibition above about 54%, passing the limit was not always enough;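 note: inhibitors reduce the monomethyl H3K36 fluorescence signal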
Target sequence (O96028 whole entry, looked up): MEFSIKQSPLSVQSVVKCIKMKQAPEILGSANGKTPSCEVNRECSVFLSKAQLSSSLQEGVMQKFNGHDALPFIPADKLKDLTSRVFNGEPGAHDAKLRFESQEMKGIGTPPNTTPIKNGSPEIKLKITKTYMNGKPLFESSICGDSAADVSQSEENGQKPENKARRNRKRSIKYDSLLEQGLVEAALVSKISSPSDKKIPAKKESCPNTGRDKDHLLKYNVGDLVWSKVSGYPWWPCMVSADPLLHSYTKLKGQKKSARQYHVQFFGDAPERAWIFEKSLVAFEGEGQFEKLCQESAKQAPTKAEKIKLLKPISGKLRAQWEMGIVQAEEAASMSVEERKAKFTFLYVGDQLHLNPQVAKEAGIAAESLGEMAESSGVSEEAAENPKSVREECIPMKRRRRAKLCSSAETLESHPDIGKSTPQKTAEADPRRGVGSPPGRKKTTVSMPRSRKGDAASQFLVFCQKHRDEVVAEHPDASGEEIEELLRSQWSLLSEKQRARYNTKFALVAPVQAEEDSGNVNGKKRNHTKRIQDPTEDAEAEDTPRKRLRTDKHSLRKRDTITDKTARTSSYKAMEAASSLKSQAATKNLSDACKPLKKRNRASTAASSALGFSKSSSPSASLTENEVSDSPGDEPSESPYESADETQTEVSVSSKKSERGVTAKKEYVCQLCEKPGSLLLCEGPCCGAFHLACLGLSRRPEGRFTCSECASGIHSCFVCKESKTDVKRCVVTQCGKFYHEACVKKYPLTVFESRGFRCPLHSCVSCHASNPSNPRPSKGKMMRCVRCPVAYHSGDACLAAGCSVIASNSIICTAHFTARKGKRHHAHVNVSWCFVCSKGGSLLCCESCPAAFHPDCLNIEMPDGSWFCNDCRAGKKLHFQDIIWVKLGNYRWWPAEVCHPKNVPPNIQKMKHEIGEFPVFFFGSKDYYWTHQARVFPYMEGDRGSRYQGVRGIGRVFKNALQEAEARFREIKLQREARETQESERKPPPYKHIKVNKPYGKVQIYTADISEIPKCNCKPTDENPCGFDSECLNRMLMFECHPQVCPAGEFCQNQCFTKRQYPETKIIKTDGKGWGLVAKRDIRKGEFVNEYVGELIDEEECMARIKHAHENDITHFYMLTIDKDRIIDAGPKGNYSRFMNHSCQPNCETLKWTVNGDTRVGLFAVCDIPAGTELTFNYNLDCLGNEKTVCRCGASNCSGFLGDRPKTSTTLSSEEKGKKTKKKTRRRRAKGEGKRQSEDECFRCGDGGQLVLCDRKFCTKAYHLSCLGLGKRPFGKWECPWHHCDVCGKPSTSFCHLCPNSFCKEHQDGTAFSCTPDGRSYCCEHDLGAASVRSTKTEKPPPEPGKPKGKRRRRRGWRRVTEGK
Active calls of the source: *. These rows are one share of the data; count on the stated rates, not on these rows.

NSD2 inh	SMILES
-3	C[C@@H]1CN([C@@H](C)CO)C(=O)c2cccc(NC(=O)c3nc4ccccc4s3)c2O[C@@H]1CN(C)CC1CC1
3	COCC#Cc1cnc2c(c1)C(=O)N([C@H](C)CO)C[C@H](C)[C@@H](CN(C)C(=O)c1cccc(F)c1)O2
-1	COc1c(O)c(C(=O)/C=C\c2ccccc2)c(OC)c(OC)c1OC
-3	C[C@H](CO)N1C[C@H](C)[C@H](CN(C)C(=O)Nc2ccc(F)cc2)Oc2ncc(C#CCC3CCCC3)cc2C1=O
2	C[C@H]1CN([C@@H](C)CO)C(=O)CCCn2cc(nn2)CO[C@H]1CN(C)Cc1cccc(C(=O)O)c1
-3	COc1ccc(CN(C)C[C@H]2Oc3ccc(NC(=O)Nc4c(C)noc4C)cc3CC(=O)N([C@@H](C)CO)C[C@@H]2C)cc1
13	C[C@@H]1CN([C@H](C)CO)S(=O)(=O)c2ccc(Br)cc2O[C@@H]1CN(C)C(=O)CN(C)C
0	C[C@@H]1CCCCO[C@@H](CN(C)CC2CC2)[C@H](C)CN([C@@H](C)CO)C(=O)c2cc(NS(C)(=O)=O)ccc2O1
0	C[C@@H]1CCCCO[C@H](CN(C)C(=O)Nc2ccc(F)cc2)[C@H](C)CN([C@H](C)CO)C(=O)c2cc(NS(=O)(=O)c3cn(C)cn3)ccc2O1
-16	COc1cccc2c1C(=O)CC(c1ccccc1)O2 (stereo not drawn)
8	Cc1n[nH]c(C)c1S(=O)(=O)N1CCC2(CC1)OCCO2
-4	CC(C)=CCC[C@H](C)C/C=N/NC(=O)CCCCCCC(=O)Nc1ccccc1O
-6	C[C@H](CO)N1C[C@H](C)[C@@H](CN(C)Cc2cccc(F)c2)Oc2cc(-c3ccc(F)cc3)ccc2S1(=O)=O
-1	Cc1ccc(S(=O)(=O)N(C)C[C@H]2OCCCC[C@H](C)Oc3ccc(NC(=O)CCC(F)(F)F)cc3C(=O)N([C@@H](C)CO)C[C@H]2C)cc1
1	C[C@@H]1CN([C@@H](C)CO)C(=O)Cc2cc(NS(=O)(=O)c3ccc(F)cc3)ccc2O[C@H]1CN(C)S(=O)(=O)c1ccc(F)cc1
-5	Cc1ccc(S(=O)(=O)N(C)C[C@H]2Oc3ccc(NC(=O)Nc4ccc(C(F)(F)F)cc4)cc3CC(=O)N([C@@H](C)CO)C[C@@H]2C)cc1
5	COc1ccc(S(=O)(=O)Nc2ccc3c(c2)C(=O)N([C@H](C)CO)C[C@@H](C)[C@H](CN(C)S(=O)(=O)c2ccccc2)OCCCC[C@@H](C)O3)cc1
3	Cc1ccc(S(=O)(=O)Nc2cccc3c2O[C@@H](CN(C)C(=O)Nc2ccc(F)cc2)[C@H](C)CN([C@@H](C)CO)C3=O)cc1
-1	COc1ccc(CN(C)C[C@H]2OCCCC[C@@H](C)Oc3ccc(NC(=O)Nc4ccccc4)cc3C(=O)N([C@H](C)CO)C[C@@H]2C)cc1
-5	C[C@@H]1CN([C@@H](C)CO)C(=O)Cc2cc(NS(=O)(=O)c3cccs3)ccc2O[C@@H]1CN(C)S(=O)(=O)c1ccc(Cl)cc1
1	CCCN(C)C[C@@H]1Oc2cc(-c3cccc(OC)c3)ccc2S(=O)(=O)N([C@@H](C)CO)C[C@@H]1C
-4	O=C1O[C@@H](c2ccccc2)[C@@H](c2ccccc2)N2[C@@H](c3ccc(O)cc3)[C@]3(C(=O)Nc4ccc(C#CCCO)cc43)[C@@H](C(=O)O)[C@H]12
6	C[C@H](CO)N1C[C@H](C)[C@@H](CN(C)S(=O)(=O)c2cn(C)cn2)Oc2ccc(NC(=O)Cn3cnnn3)cc2C1=O
-5	COCCOC(=O)N1C(=O)[C@@]2(c3cc(C#CC4(O)CCCCCC4)ccc31)[C@H](C(=O)NC[C@H](O)c1ccccc1)[C@H]1C(=O)O[C@H](c3ccccc3)[C@H](c3ccccc3)N1[C@@H]2c1ccccc1OCCO
-2	C[C@@H]1CN([C@H](C)CO)S(=O)(=O)c2ccc(C#CCN(C)C)cc2O[C@H]1CN(C)C
0	CC(C)C#Cc1cnc2c(c1)C(=O)N([C@H](C)CO)C[C@@H](C)[C@@H](CN(C)C(=O)c1ccc3c(c1)OCO3)O2
-3	C[C@H]1CN([C@@H](C)CO)S(=O)(=O)c2ccc(-c3ccc(C#N)cc3)cc2O[C@@H]1CN(C)C(=O)C1CC1
-17	Cc1cc(N2CCCC2)ccc1/C=C(/C#N)c1ccc(F)cc1
-7	COc1ccc(CN(C)C[C@H]2Oc3c(NS(=O)(=O)c4cn(C)cn4)cccc3C(=O)N([C@@H](C)CO)C[C@H]2C)cc1
16	COc1ccc(S(=O)(=O)N(C)C[C@@H]2Oc3c(NC(=O)NC(C)C)cccc3C(=O)N([C@H](C)CO)C[C@@H]2C)cc1
0	C[C@@H]1CN([C@H](C)CO)C(=O)c2cc(NC(=O)NC3CCCCC3)ccc2O[C@@H](C)CCCCO[C@@H]1CN(C)Cc1ccccc1
2	O=C(C[C@H]1C[C@@H]2c3cc(NC(=O)c4cccnc4)ccc3O[C@@H]2[C@@H](CO)O1)NCc1ccccn1
-3	COc1cccc(NC(=O)N(C)C[C@H]2Oc3ncc(C#Cc4ccncc4)cc3C(=O)N([C@@H](C)CO)C[C@@H]2C)c1
-6	C/C=C/c1ccc2c(c1)O[C@H](CN(C)C(=O)CC1CC1)[C@H](C)CN([C@@H](C)CO)S2(=O)=O
-10	C[C@H](CO)N1C[C@H](C)[C@H](CN(C)CC2CC2)Oc2ccc(NS(=O)(=O)c3cccs3)cc2C1=O
-1	COc1cccc(CN(C)C[C@H]2OCc3ccccc3-c3ccccc3C(=O)N([C@H](C)CO)C[C@@H]2C)c1
-3	N#C/C(=C\c1ccc(O)c(O)c1)C(N)=O
-3	CCCC#Cc1ccc2c(c1)O[C@@H](CN(C)CC1CCOCC1)[C@H](C)CN([C@H](C)CO)S2(=O)=O
2	COc1cc(OC)c(-c2c(OC)cc(OC)cc2OC)c(OC)c1
12	CC(=O)N(C)C[C@H]1Oc2cc(-c3ccc(C#N)cc3)ccc2S(=O)(=O)N([C@H](C)CO)C[C@@H]1C
-3	CC1(C)[C@@H](OC(=O)CCC(=O)O)CC[C@]2(C)[C@H]3C(=O)C=C4[C@@H]5C[C@@](C)(C(=O)O)CC[C@]5(C)CC[C@@]4(C)[C@]3(C)CC[C@@H]12
-4	C[C@H]1CN([C@@H](C)CO)S(=O)(=O)c2ccc(C#CCN(C)C)cc2O[C@H]1CN(C)Cc1ccccn1
9	COCC#Cc1cnc2c(c1)C(=O)N([C@@H](C)CO)C[C@H](C)[C@@H](CN(C)C(=O)c1ccc(F)cc1)O2
-5	C[C@H](CO)N1C[C@H](C)[C@H](CN(C)Cc2ccc(F)cc2)Oc2ncc(C#Cc3ccccc3)cc2C1=O
2	O=C(C[C@@H]1C[C@H]2c3cc(NC(=O)C4CCC4)ccc3O[C@H]2[C@H](CO)O1)NC1CCCCC1
5	C[C@H](CO)N1C[C@H](C)[C@@H](CN(C)Cc2ccc3c(c2)OCO3)OCCCC[C@H](C)Oc2ccc(NC(=O)CCCN(C)C)cc2C1=O
-6	Cc1noc(C)c1S(=O)(=O)Nc1ccc2c(c1)CC(=O)N([C@H](C)CO)C[C@@H](C)[C@H](CN(C)CC1CC1)O2
6	Cc1noc(C)c1NC(=O)N(C)C[C@@H]1Oc2ccc(NC(=O)C3CCCCC3)cc2C(=O)N([C@@H](C)CO)C[C@@H]1C
1	C[C@@H]1CN([C@H](C)CO)C(=O)c2cccc(NC(=O)C3CCOCC3)c2O[C@@H]1CN(C)Cc1ccc(Oc2ccccc2)cc1
2	Cc1cc(C(=O)Nc2cccc3c2O[C@@H](CN(C)Cc2ccc(C(=O)O)cc2)[C@@H](C)CN([C@@H](C)CO)C3=O)n(C)n1
-2	CCCC#Cc1ccc2c(c1)O[C@@H](CN(C)C(=O)c1cnccn1)[C@@H](C)CN([C@@H](C)CO)S2(=O)=O
-2	C[C@@H]1CN([C@@H](C)CO)C(=O)CCCn2cc(nn2)CO[C@@H]1CN(C)C(=O)c1ccc(N2CCN(C)CC2)cc1
13	C[C@@H]1CN([C@@H](C)CO)C(=O)c2cccc(N(C)C)c2O[C@H]1CN(C)Cc1ccccc1
-2	C[C@@H]1CN([C@@H](C)CO)S(=O)(=O)c2ccc(-c3ccccc3)cc2O[C@H]1CN(C)C(=O)CN(C)C
0	C[C@H]1CN([C@@H](C)CO)C(=O)c2cccc(NC(=O)Nc3ccc(C(F)(F)F)cc3)c2O[C@@H]1CN(C)S(=O)(=O)c1ccc(Cl)cc1
-1	C[C@@H]1CN([C@@H](C)CO)C(=O)c2cc(NC(=O)NC3CCCCC3)ccc2O[C@@H]1CN(C)Cc1ccc(C(=O)Nc2ccccc2N)cc1
-10	Cc1noc(C)c1NC(=O)Nc1ccc2c(c1)CC(=O)N([C@@H](C)CO)C[C@H](C)[C@@H](CN(C)Cc1ccc3c(c1)OCO3)O2
9	C[C@H]1CN([C@@H](C)CO)S(=O)(=O)c2ccc(-c3ccncc3)cc2O[C@@H]1CN(C)Cc1ccc(Oc2ccccc2)cc1
-4	C[C@@H]1CN([C@H](C)CO)C(=O)CCCn2nncc2CO[C@H]1CN(C)Cc1ccc(C(=O)O)cc1
3	O=C1OC[C@@H](c2ccccc2)n2cc(/C=C/c3ccccc3)cc21

Following part:
NSD2 inh	SMILES
1	O=C(CCCCCCC(=O)N/N=C/c1nccs1)NO
-2	CO[C@@H](CN(C)C(=O)c1ccccc1F)[C@H](C)CN([C@@H](C)CO)S(=O)(=O)c1ccc(Cl)cc1
12	COc1cc(OC)c2c(c1O)OC(c1ccccc1)CC2=O (stereo not drawn)
-6	COc1cc2c(cc1OC)CN(C(=O)[C@H]1[C@@H]3C(=O)O[C@@H](c4ccccc4)[C@@H](c4ccccc4)N3[C@@H](c3ccc(O)cc3)[C@]13C(=O)Nc1ccc(C#CC4=CCCCC4)cc13)CC2
3	C[C@@H]1CN([C@H](C)CO)C(=O)Cc2cc(NC(=O)Cn3cnnn3)ccc2O[C@@H]1CN(C)Cc1ccc(Cl)c(Cl)c1
-12	C[C@H]1CN([C@@H](C)CO)C(=O)Cc2cc(NS(=O)(=O)c3cccs3)ccc2O[C@H]1CN(C)Cc1ccc(Cl)c(Cl)c1
-5	C[C@H]1CN([C@@H](C)CO)C(=O)Cc2cc(NC(=O)Nc3ccc(F)cc3)ccc2O[C@@H]1CN(C)S(=O)(=O)c1cn(C)cn1
4	C[C@H]1CN([C@@H](C)CO)C(=O)Cc2cc(NC(=O)CCCN(C)C)ccc2O[C@@H]1CN(C)Cc1ccc(Oc2ccccc2)cc1
-3	C[C@@H]1CN([C@@H](C)CO)C(=O)c2cc(-c3ccc(C#N)cc3)cnc2O[C@@H]1CN(C)Cc1ccccn1
-6	C[C@@H]1CN([C@@H](C)CO)S(=O)(=O)c2ccc(C3=CCCC3)cc2O[C@H]1CN(C)Cc1cccc(C(=O)O)c1
1	C=CCOc1ccccc1/C=N/NC(=O)CCCCCCC(=O)OC
-2	C[C@H](CO)N1C[C@H](C)[C@H](CN(C)Cc2cccnc2)Oc2cc(-c3ccncc3)ccc2S1(=O)=O
1	COC(=O)C[C@@H]1CC[C@@H](NC(=O)c2ccccc2)[C@@H](CO)O1
-9	C[C@@H]1CN([C@H](C)CO)C(=O)Cc2cc(NC(=O)Nc3ccc(C(F)(F)F)cc3)ccc2O[C@@H]1CN(C)C(=O)Nc1ccc(F)cc1
1	COc1ccccc1-c1ccc2c(c1)O[C@H](CN(C)C(=O)Nc1ccccc1)[C@@H](C)CN([C@@H](C)CO)S2(=O)=O
-2	C[C@@H]1CN([C@H](C)CO)C(=O)Cc2cc(NS(=O)(=O)c3ccccc3)ccc2O[C@H]1CN(C)Cc1ccc(-c2ccccc2)cc1
-2	C[C@H](CO)N1C[C@H](C)[C@@H](CN(C)Cc2ccc(C(F)(F)F)cc2)Oc2ccc(NC(=O)NC3CCCCC3)cc2CC1=O
0	C[C@@H]1CN([C@H](C)CO)C(=O)c2cc(NC(=O)C3CCCCC3)ccc2O[C@@H](C)CCCCO[C@H]1CN(C)C(=O)CCC(F)(F)F
-1	C[C@H]1CN([C@@H](C)CO)C(=O)c2cc(C#CC3(O)CCCC3)cnc2O[C@@H]1CN(C)S(C)(=O)=O
5	C[C@@H]1CCCCO[C@@H](CN(C)C)[C@@H](C)CN([C@H](C)CO)C(=O)c2cc(NS(=O)(=O)c3cccs3)ccc2O1
-5	C[C@@H]1CN([C@H](C)CO)C(=O)c2cc(N(C)C)ccc2O[C@H]1CN(C)C
4	C[C@@H]1CN([C@@H](C)CO)C(=O)Cc2cc(NS(C)(=O)=O)ccc2O[C@@H]1CN(C)C(=O)Nc1ccc(C(F)(F)F)cc1
-2	COc1ccc(S(=O)(=O)N(C)C[C@H]2Oc3ccc(NC(=O)CCN4CCOCC4)cc3C(=O)N([C@H](C)CO)C[C@@H]2C)cc1
-1	C[C@H]1CN([C@@H](C)CO)C(=O)Cc2cc(NC(=O)CCC(F)(F)F)ccc2O[C@@H]1CN(C)S(=O)(=O)c1cn(C)cn1

At a glance, some entries already given:
NSD2 inh	SMILES
12	COc1cc(OC)c2c(c1O)OC(c1ccccc1)CC2=O (stereo not drawn)
-6	COc1cc2c(cc1OC)CN(C(=O)[C@H]1[C@@H]3C(=O)O[C@@H](c4ccccc4)[C@@H](c4ccccc4)N3[C@@H](c3ccc(O)cc3)[C@]13C(=O)Nc1ccc(C#CC4=CCCCC4)cc13)CC2
3	C[C@@H]1CN([C@H](C)CO)C(=O)Cc2cc(NC(=O)Cn3cnnn3)ccc2O[C@@H]1CN(C)Cc1ccc(Cl)c(Cl)c1
-12	C[C@H]1CN([C@@H](C)CO)C(=O)Cc2cc(NS(=O)(=O)c3cccs3)ccc2O[C@H]1CN(C)Cc1ccc(Cl)c(Cl)c1
-5	C[C@H]1CN([C@@H](C)CO)C(=O)Cc2cc(NC(=O)Nc3ccc(F)cc3)ccc2O[C@@H]1CN(C)S(=O)(=O)c1cn(C)cn1
4	C[C@H]1CN([C@@H](C)CO)C(=O)Cc2cc(NC(=O)CCCN(C)C)ccc2O[C@@H]1CN(C)Cc1ccc(Oc2ccccc2)cc1
